# NS5 inhibitors – Dengue-2 NS5 methyltransferase inhibitors, primary screen, biochemical, confirmation dose response (AID 588689); Dengue-2 NS5 methyltransferase capping enzyme assay, biochemical; higher % means a stronger effect; inhibition, % at 25 µM; hits with a dose series show IC50 in µM; 340,000 compounds, 0.3% hits; in the data active means a potency from the dose series
# Large T inhibition – TAg ATPase/helicase activity blockers – biochemical (AID 1903). SV40 large T antigen ATPase/helicase inhibition assay; higher % means a stronger effect. one-dose inhibition, % at 20 µM; IC50 in µM for titrated hits. 310,000 compounds, 0.39% hits; in the data active means a potency from the dose series; further: strong numbers were not always called active
# GPR55 activation – GPR55 agonists via beta-arrestin recruitment, primary screen, imaging, U2OS cells, beta-arrestin-GFP redistribution (AID 1961). U2OS GPR55 beta-arrestin-GFP redistribution imaging; higher % means a stronger effect. one-dose activation, % at 10 µM; EC50 in µM for titrated hits. 290,000 compounds, 0.048% hits;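 active means activation above 40% with more than 50 cells counted in the well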;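 further: U2OS osteosarcoma cells stably expressing GPR55 and beta-arrestin-GFP; plate controls were DMSO negative control for no effect and LPI positive control for full effect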
# AID2073 – disruptors of CaV2.2 binding to Mint1 – biochemical, HTRF (AID 2073); HTRF protein-protein interaction, Mint1-CaV2.2; higher % means a stronger effect; inhibition, % at 20 µM; hits with a dose series show IC50 in µM; 290,000 compounds, 0.19% hits; in the data active means inhibition mostly above about 51%, no sharp cut-off; further: some results filed as inactive read as strong as hits
# NTR1 agonist – NTR1-driven beta-arrestin-GFP spot formation – imaging, U2OS cells, high content, primary screen (AID 493036); 330,000 compounds, 0.17% hits; P30989; agonist mode; activation, % at 20 µM;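 active means activation at or above 40% of the spot to cytoplasm intensity ratio, with at least 20 cells analyzed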;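 further: 0% = DMSO without peptide and 100% = 100 nM NTR1 peptide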
# Target sequence (P30989 whole entry, looked up): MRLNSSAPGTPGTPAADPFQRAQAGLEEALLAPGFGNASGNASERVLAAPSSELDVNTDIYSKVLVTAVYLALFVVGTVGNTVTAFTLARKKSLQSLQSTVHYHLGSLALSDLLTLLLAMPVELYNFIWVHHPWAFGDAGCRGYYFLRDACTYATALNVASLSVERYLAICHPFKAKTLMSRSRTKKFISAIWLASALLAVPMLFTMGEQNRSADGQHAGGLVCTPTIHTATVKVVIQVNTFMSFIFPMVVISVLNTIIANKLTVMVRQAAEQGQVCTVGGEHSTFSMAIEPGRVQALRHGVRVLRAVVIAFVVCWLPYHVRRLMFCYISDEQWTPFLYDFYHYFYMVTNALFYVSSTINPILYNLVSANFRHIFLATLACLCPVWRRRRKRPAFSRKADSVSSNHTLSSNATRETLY
# MgcRacGAP inhibition – MgcRacGAP GTPase-activating activity inhibitors, confirmation, biochemical, ADP Hunter fluorescence | MgcRacGAP-stimulated Rac1 GTP hydrolysis, ADP Hunter fluorescence; higher % means a stronger effect; GST-tagged Rac1 F28L mutant substrate | inhibition, % at 30 µM, or IC50 in µM where a hit was titrated | 340,000 compounds, 0.6% hits | AID 624330;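 active means first-screen hits whose inhibition reached a set limit at any dose in the follow-up dose series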;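 further: fluorescence reports GDP produced by GAP-driven GTP hydrolysis; strong numbers were not always called active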
# Yfh1-depleted yeast – enhancers of respiration in Yfh1-depleted yeast, dose response, Friedreich's ataxia, plus single-dose screen (AID 1465); fold induction at 50 µM, or EC50 in µM where a hit was titrated; S. cerevisiae Yfh1-off respiration, WST-1 reduction, 72 h; higher fold induction means a stronger effect; 220,000 compounds, 0.074% hits;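 active means fold induction of absorbance versus untreated yeast above a set limit, then at least 30% activation at any dose in follow-up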;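 further: activators that raise dye reduction in frataxin-depleted yeast; strong numbers were not always called active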
# GPR35 antagonists – GPR35 antagonists blocking zaprinast-driven arrestin recruitment, primary screen, imaging, U2OS, beta-arrestin-GFP, zaprinast agonist (AID 2058) | U2OS GPR35 beta-arrestin-GFP translocation imaging, zaprinast antagonism; higher % means a stronger effect | inhibition, % at 10 µM; hits with a dose series show IC50 in µM | 290,000 compounds, 0.052% hits;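 active means inhibition of at least 50% with at least 30 cells and total cytoplasm GFP at most 10,000,000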
# GPR55 LPI antagonism – inhibition of LPI-stimulated GPR55 beta-arrestin translocation – imaging, U2OS, beta-arrestin-GFP, LPI agonist, primary screen (AID 2013); U2OS GPR55 beta-arrestin-GFP translocation imaging, LPI antagonism; higher % means a stronger effect; inhibition, % at 10 µM; hits with a dose series show IC50 in µM; 290,000 compounds, 0.13% hits;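 active means spots per cell inhibited over 60%, with over 100 cells counted and total cytoplasm intensity under 500,000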;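 further: U2OS cells stably carrying GPR55 and arrestin-GFP stimulated by 5 µM LPI near EC80; imaged beta-arrestin-GFP aggregate spots per cell after agonist stimulation; plate controls were LPI-stimulated DMSO wells for no effect and DMSO wells without LPI for full effect; some results filed as inactive read as strong as hits; confirmed hits need IC50 under 10 µM and bright autofluorescent wells are also inconclusive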
# NTR1 agonist cell count 20 µM – further read-out of NTR1 agonist, marked with its call; cell count; measured here: cell count, cytotoxicity flag
# NS5 inhibitors pilot replicate – recorded beside NS5 inhibitors, whose call it bears; inhibition, %; measured here: pilot screen replicate inhibition
# Starred values were filed as active, the others as inactive; i = inactive; · = no result given.
SMILES,NS5 inhibitors,Large T inhibition,GPR55 activation,AID2073,NTR1 agonist,NTR1 agonist cell count 20 µM,MgcRacGAP inhibition,Yfh1-depleted yeast,GPR35 antagonists,GPR55 LPI antagonism,others
O=C(NCc1ccc(F)cc1)C(=O)NCC1OCCN1C(=O)c1cccs1 (stereo unspecified),4%,10%,-0.6%,2%,2.6,56,7%,i,2%,-5%,
CCCCC(CC(O)COCC(C)C)C(=O)NN (stereo unspecified),0%,3%,0.2%,10%,1.0,59,4%,i,7%,-3%,
O=[N+]([O-])c1ncn(Cc2ccccc2Cl)n1,-3%,5%,-0.3%,-6%,·,·,6%,i,-7%,0%,
COc1ccc(C2Nc3ccccc3C(=O)N2Cc2ccco2)cc1COc1ccc([N+](=O)[O-])cc1 (stereo unspecified),-7%,2%,-0.3%,19%,-0.6,46,3%,i,8%,14%,
COc1ccccc1NC(=O)NCCc1ccccc1,-3%,21%,0.5%,7%,-0.4,55,5%,·,2%,-7%,
CCN(CC)S(=O)(=O)c1ccc2[nH]c(=O)cc(C(=O)NCc3ccccc3)c2c1,2%,11%,-0.2%,12%,3.3,43,6%,·,-9%,10%,
c1ccc(Cn2c(CN3CCCC3)nc3ccccc32)cc1,-14%,4%,-0.1%,-6%,-2.4,55,4%,i,-6%,13%,
Cc1ccc(N2C(=O)CC3(CCCC3)CC2=O)cc1,6%,3%,-0.3%,-5%,-0.3,52,7%,i,-14%,-13%,
O=c1cc(CSc2ccccc2)[nH]c(=S)[nH]1,-9%,1%,0.1%,-27%,-1.0,72,5%,i,-6%,10%,
COC(=O)c1[nH]c2ccc(C)cc2c1NC(=O)CN1CCN(C(=O)c2ccccc2)CC1,6%,25%,0.2%,3%,-0.8,93,10%,i,-1%,0%,
COc1ccc(S(=O)(=O)NC(C)C(=O)Nc2ccccc2C(F)(F)F)cc1 (stereo unspecified),-8%,4%,0.2%,-8%,0.3,82,12%,i,-10%,-4%,
O=S(=O)(Nc1nc2ccccc2nc1N1CCc2ccccc2C1)c1ccc(Br)cc1,-8%,11%,0.1%,28%,·,·,2%,i,-10%,0%,

# A stretch from the list above, as a working copy:
SMILES,NS5 inhibitors,Large T inhibition,GPR55 activation,AID2073,NTR1 agonist,NTR1 agonist cell count 20 µM,MgcRacGAP inhibition,Yfh1-depleted yeast,GPR35 antagonists,GPR55 LPI antagonism,others
COC(=O)c1[nH]c2ccc(C)cc2c1NC(=O)CN1CCN(C(=O)c2ccccc2)CC1,6%,25%,0.2%,3%,-0.8,93,10%,i,-1%,0%,
COc1ccc(S(=O)(=O)NC(C)C(=O)Nc2ccccc2C(F)(F)F)cc1 (stereo unspecified),-8%,4%,0.2%,-8%,0.3,82,12%,i,-10%,-4%,
O=S(=O)(Nc1nc2ccccc2nc1N1CCc2ccccc2C1)c1ccc(Br)cc1,-8%,11%,0.1%,28%,·,·,2%,i,-10%,0%,

# Following part
SMILES,NS5 inhibitors,Large T inhibition,GPR55 activation,AID2073,NTR1 agonist,NTR1 agonist cell count 20 µM,MgcRacGAP inhibition,Yfh1-depleted yeast,GPR35 antagonists,GPR55 LPI antagonism,others
CCOc1ccc(OCc2ccc(C(=O)N(CC)CC)cc2)cc1,-20%,21%,-0.1%,5%,0.1,92,7%,i,5%,-9%,
Cc1ccccc1Nc1c(-c2ccccc2)nc2ncccn12,0%,15%,0.3%,24%,-0.9,60,11%,i,4%,9%,
COc1ccc(NC(=O)Nc2nnc(N3CCCCC3C)s2)cc1OC (stereo unspecified),-6%,9%,0.8%,-6%,-2.2,68,12%,·,-7%,0%,
Cc1ccc(S(=O)(=O)NCc2ccc(C(=O)NCCc3ccc(S(N)(=O)=O)cc3)cc2)cc1,-8%,5%,-0.1%,3%,0.5,88,-1%,·,11%,1%,
O=C(COC(=O)C1(c2ccc(F)cc2)CCCC1)N1CCN(C(=O)c2ccco2)CC1,-5%,4%,-0.2%,-4%,-0.6,36,10%,i,14%,1%,
CCC1Oc2ccc(C)cc2N(CC(=O)NC2CCCCC2)C1=O (stereo unspecified),-9%,12%,-0.2%,-4%,1.1,60,-1%,·,8%,-4%,
Cc1ccc(C)c(-n2c(CNc3ccc(F)cc3)nnc2SCC(N)=O)c1,-1%,7%,-0.3%,-2%,-0.4,54,12%,i,-6%,-1%,
CCOC(=O)COc1ccc2nsnc2c1,-1%,17%,-0.3%,3%,0.1,55,9%,i,-4%,-6%,
Nc1ccc(-c2ncc(-c3ccccc3)o2)cc1,-3%,0%,-0.1%,22%,0.7,67,12%,·,-7%,12%,
Cc1ccc(S(=O)(=O)N2CCN(C(=O)CSc3nc4ccccc4o3)C2)cc1,1%,16%,-0.1%,-3%,1.1,67,8%,i,-16%,12%,
COc1cc(C)c(CN2CCCCC2CO)cc1C (stereo unspecified),-11%,17%,0.3%,4%,2.8,59,2%,i,-5%,4%,
Cc1nc2sc(C(c3ccco3)N3CCN(c4ccccc4F)CC3)c(O)n2n1 (stereo unspecified),-3%,7%,-0.2%,1%,2.1,44,7%,i,-4%,10%,
NC(=O)c1ccccc1NC(=O)COC(=O)C1(c2ccccc2)CC1,-1%,5%,·,·,-0.9,64,7%,·,·,·,
CCc1ccc(/C=N/NC(=O)c2ccc(OC3CCCC3)cc2)s1,0%,-3%,-0.1%,1%,1.7,62,2%,i,-3%,9%,
COc1cccc(NC(=O)CN(C)C(C)C(=O)Nc2cc([N+](=O)[O-])ccc2Cl)c1 (stereo unspecified),-6%,0%,-0.2%,5%,0.8,56,10%,i,3%,0%,
Cc1ccc(C(=O)N/C(=C/c2ccco2)C(=O)N2CCCCC2)cc1,-7%,4%,-0.1%,2%,-0.3,51,6%,·,-14%,-6%,
COc1ccccc1/C=C\C=N\n1c(C2CCCCC2)n[nH]c1=S,-7%,3%,-0.1%,-22%,22,70,9%,i,-8%,4%,
CCc1ccccc1NC(=O)CN(C)C(=O)COc1ccc(C)nc1[N+](=O)[O-],-7%,-19%,-0.1%,31%,-1.0,57,-6%,i,-17%,12%,
COc1ccc(CCN(C)C(=O)CNC(=O)Cc2cccc3ccccc23)cc1OC,-1%,10%,-0.1%,10%,-0.3,56,7%,·,2%,-2%,
CCOc1nc(NC(=O)NS(=O)(=O)Oc2cccc(Cl)c2)nc(-c2ccccc2)n1,-1%,-45%,0.2%,-5%,·,·,2%,i,1%,-1%,
Cc1ccc(CNC(=O)CNS(=O)(=O)c2ccc3c(c2)C(C)(C)C(=O)N3C)cc1,-1%,2%,0.0%,0%,-0.2,63,0%,·,10%,6%,
O=C(c1cccs1)N1CCN(Cc2nc3ccccc3c(=O)[nH]2)CC1,-5%,37%,-0.2%,-9%,0.1,62,5%,i,-7%,2%,
COc1ccc(C(C)=O)cc1COc1nc(C)nc2ccccc12,-1%,1%,0.0%,14%,0.1,75,1%,i,2%,-1%,
CCOC(=O)c1[nH]c(C)c(C(=O)OCC(=O)NC(=O)NC(C)(C)C)c1C,-1%,-5%,-0.1%,0%,-1.8,85,7%,i,1%,-26%,NS5 inhibitors pilot replicate=-3.3

# Arranged by count of non-hydrogen atoms (low to high): part of the list above.
SMILES,NS5 inhibitors,Large T inhibition,GPR55 activation,AID2073,NTR1 agonist,NTR1 agonist cell count 20 µM,MgcRacGAP inhibition,Yfh1-depleted yeast,GPR35 antagonists,GPR55 LPI antagonism,others
CCc1ccc(/C=N/NC(=O)c2ccc(OC3CCCC3)cc2)s1,0%,-3%,-0.1%,1%,1.7,62,2%,i,-3%,9%,
Cc1ccc(C(=O)N/C(=C/c2ccco2)C(=O)N2CCCCC2)cc1,-7%,4%,-0.1%,2%,-0.3,51,6%,·,-14%,-6%,
COc1cccc(NC(=O)CN(C)C(C)C(=O)Nc2cc([N+](=O)[O-])ccc2Cl)c1 (stereo unspecified),-6%,0%,-0.2%,5%,0.8,56,10%,i,3%,0%,

# The main list resumes, repeating the 2 entries before the break.
SMILES,NS5 inhibitors,Large T inhibition,GPR55 activation,AID2073,NTR1 agonist,NTR1 agonist cell count 20 µM,MgcRacGAP inhibition,Yfh1-depleted yeast,GPR35 antagonists,GPR55 LPI antagonism,others
COc1ccc(C(C)=O)cc1COc1nc(C)nc2ccccc12,-1%,1%,0.0%,14%,0.1,75,1%,i,2%,-1%,
CCOC(=O)c1[nH]c(C)c(C(=O)OCC(=O)NC(=O)NC(C)(C)C)c1C,-1%,-5%,-0.1%,0%,-1.8,85,7%,i,1%,-26%,NS5 inhibitors pilot replicate=-3.3
CCN(CC)C(=O)Cn1cc(S(=O)(=O)CC(=O)N2CCOCC2)c2ccccc21,-6%,20%,-0.1%,8%,0.1,44,7%,·,-10%,12%,
CC1CCCCN1c1ccc(N)cc1C(N)=O (stereo unspecified),1%,18%,-0.1%,2%,1.4,86,13%,i,4%,0%,
COC(=O)Cc1ccc(OC(=O)CCS(=O)(=O)c2ccc(C)cc2)cc1,-12%,15%,·,·,0.4,67,16%,·,·,·,
O=C(CN1CCOCC1)Nc1ccc(OCc2ccccc2)cc1,5%,15%,-0.2%,-13%,-1.7,84,1%,i,-10%,7%,
CCOc1ccc(NC(=O)CN2C(=O)C(C)SC(C)C2=O)cc1 (stereo unspecified),-4%,4%,0.7%,-4%,-1.2,70,3%,i,-22%,10%,
CC#CC[N+](C)(C)CCCCCCCCCC,3%,-1%,-0.1%,-9%,-1.2,68,11%,i,-11%,-1%,
CCOC(=O)c1c(NC(=O)CN2CCOCC2)sc2c1CCCC2,-2%,11%,-0.2%,0%,4.5,75,2%,i,-6%,6%,
CCOC(=O)C1=C(C)Nc2nnnn2C1c1cccnc1 (stereo unspecified),-3%,-2%,0.0%,-3%,3.6,56,0%,i,18%,1%,
COc1cc2[nH]c(=O)n3nc(-c4ccccc4)nc3c2cc1OC,-2%,0%,0.2%,9%,2.5,70,13%,i,2%,-5%,
O=C(CSc1nnnn1Cc1ccccc1)NCCc1ccccc1,-4%,1%,-0.1%,-4%,0.9,50,5%,i,1%,-9%,
CC(C)(C)OC(=O)CC12CCCCC1NC(=O)O2 (stereo unspecified),-1%,-2%,-0.1%,7%,0.4,95,9%,·,-4%,-8%,
Cc1nnsc1C(=O)Nc1cc(Cl)ccc1Cl,-7%,21%,-0.4%,1%,-0.1,68,-7%,i,-2%,2%,
COc1ccc(N(CC(=O)NCCSc2ccccn2)S(C)(=O)=O)cc1,-3%,2%,0.1%,6%,-1.4,89,3%,i,-8%,6%,NS5 inhibitors pilot replicate=-1.2
Cc1nnn(-c2nonc2N)c1C(=O)N/N=C/c1ccccc1O,-7%,4%,0.2%,31%,0.1,50,6%,i,7%,0%,
COc1ccccc1NS(=O)(=O)c1cc(C(=O)NCCC(C)C)ccc1F,0%,8%,-0.7%,2%,0.4,40,3%,i,-7%,-13%,
